Assay outcomes deposited in PubChem BioAssay by PCMD.
FXIIa inh: blocks human coagulation factor XIIa activity; P00748; purified human FXIIa, AMC substrate fluorescence, 2 h; inhibition, % at 10 µM; 0.2% of 33,000 active; AID 701; in the data active means inhibition above about 30%;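 further: 0% = enzyme with vehicle only and 100% = no enzyme blank; many of its hits are not listed in these tables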
FXIa inh: inhibitors of human coagulation factor XIa | P03951 | purified human FXIa, fluorogenic AMC substrate cleavage | inhibition, % at 10 µM | 0.3% of 33,000 active | AID 687;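 active means inhibition above 40% in the primary screen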;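 further: 0% = enzyme without compound and 100% = blank wells lacking enzyme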
Target sequence (P03951 19-387 limits assumed): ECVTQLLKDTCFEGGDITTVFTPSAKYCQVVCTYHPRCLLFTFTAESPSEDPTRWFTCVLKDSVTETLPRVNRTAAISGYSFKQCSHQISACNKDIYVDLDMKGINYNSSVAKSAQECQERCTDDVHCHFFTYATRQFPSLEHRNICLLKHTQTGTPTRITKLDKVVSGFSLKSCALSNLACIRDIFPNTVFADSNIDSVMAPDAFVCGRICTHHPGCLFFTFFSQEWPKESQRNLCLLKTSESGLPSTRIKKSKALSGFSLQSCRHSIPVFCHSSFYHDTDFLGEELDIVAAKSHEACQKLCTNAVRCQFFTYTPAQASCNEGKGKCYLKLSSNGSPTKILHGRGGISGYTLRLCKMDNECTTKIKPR
Target sequence (P03951 388-625 limits assumed): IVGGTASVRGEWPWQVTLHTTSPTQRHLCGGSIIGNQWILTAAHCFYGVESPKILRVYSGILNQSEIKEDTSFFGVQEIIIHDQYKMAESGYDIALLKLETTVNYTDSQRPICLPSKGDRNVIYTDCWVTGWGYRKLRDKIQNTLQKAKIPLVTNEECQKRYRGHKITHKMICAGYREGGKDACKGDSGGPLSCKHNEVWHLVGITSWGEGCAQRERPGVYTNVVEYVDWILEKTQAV
* hit, by the source's call.

mol | FXIIa inh | FXIa inh
CCCc1cc(=O)[nH]c(SCC(=O)NC2CCCCC2)n1 | -14 | -15
Brc1c(OCCOCCn2cncn2)ccc2ccccc12 | 6 | -1
COc1cc(NC(=O)Cn2c(-c3cncs3)nc3ccccc32)cc(OC)c1OC | 12 | 3
Cc1cc(C)cc(OCC(=O)Nc2cccc(C(=O)O)c2)c1 | -1 | -9
CN1CCN(CCC(=O)Nc2ccc(F)c(F)c2)CC1 | 7 | 3
Cc1nc(SCC(=O)Nc2c(C)n(C)n(-c3ccccc3)c2=O)nc(C)c1C | 11 | -5
CC1CCCCN1c1nnc(NC(=O)c2cc(-c3ccc(Br)cc3)on2)s1 (configuration not stated) | 3 | 1
CCOC(=O)c1[nH]c(C)c(C(=O)Nc2ccccc2F)c1C | 8 | -1
O=C(NC1CCCC1)C(c1ccccn1)N(C(=O)c1csnn1)C1CCCC1 (configuration not stated) | -12 | -2
c1ccc(-c2nc3ccccc3nc2-c2ccccn2)nc1 | 8 | 0
O=C(O)C1CCCCC1C(=O)NCc1ccccc1 (configuration not stated) | -8 | -6
CC1(C)N=C(N)NC(Nc2ccccc2)=N1 | 10 | -5
O=C(NCc1ccccc1)N1CCN(c2ccc(F)cc2)CC1 | 6 | 5
O=C(c1cc2ncc(Br)cn2n1)N1CCOCC1 | 5 | 10
Cc1ccc(-c2nc(CSCC(=O)Nc3cc(C)on3)c(C)o2)cc1 | 3 | 3
Cc1ccc(-c2noc(C3CCCN(S(=O)(=O)c4ccc(S(=O)(=O)N(C)C)cc4)C3)n2)o1 (configuration not stated) | 0 | 8
CCOc1ccc(-c2nc(-c3cccnc3)no2)cc1OCC | 5 | 2
COc1ccc2nc(NC(=O)CSc3ccccc3)sc2c1 | 3 | 3
O=c1ccc(-c2ccccc2)n[nH]1 | 19 | -1
COc1ccc(S(=O)(=O)N(CC(=O)Nc2cccnc2)c2ccccc2OC)cc1 | -2 | -3
Cc1ccc(-n2c(C)cc(C(=O)OCC(=O)N(CC(C)C)C3CCS(=O)(=O)C3)c2C)cc1 (configuration not stated) | -19 | 2
CCOc1ccc(-n2nnc3c(=O)n(C/C=C/c4ccccc4)cnc32)cc1 | 2 | 1
O=C1C=C(c2ccccc2)OC(=O)C1C(=O)c1ccccc1 (configuration not stated) | 5 | -3
O=S1(=O)C=C(Oc2ccc3ccccc3c2)c2ccccc21 | -15 | 34
O=C(N/C=N/OCc1cccc(C(F)(F)F)c1)N1OC[C@@H]2COc3ccc4ccccc4c3[C@@H]21 | -1 | -7
CCc1ccc(C2CC(c3ccccc3)n3ncnc3N2)cc1 (configuration not stated) | 0 | -1
CCOn1c(=O)c(-c2cccs2)[n+]([O-])c2ccccc21 | -8 | 7
O=C1c2ccccc2C(=O)N1CCCc1nc(-c2ccccn2)no1 | 4 | -3
COc1ccccc1C1CC(c2ccc(Cl)cc2)Nc2ncnn21 (configuration not stated) | 12 | 1
Cc1onc(-c2ccccc2Cl)c1C(=O)Nc1nnc(-c2ccc(Cl)cc2Cl)s1 | -1 | 3
COc1ccc(CNC(=O)C2=C(C)C(=O)OC23CCC(C)CC3)cc1 (configuration not stated) | 7 | 0
CC1=NN(c2ccc(C(=O)OC(C)C)cc2)C(=O)/C1=C\C=C\c1ccco1 | 8 | 8
Cc1c(NC(=O)CSc2n[nH]c(-c3ccccc3)n2)c(=O)n(-c2ccccc2)n1C | -6 | -4
O=S(=O)(c1ccc(F)cc1)c1nc(-c2ccccc2F)oc1N1CCCCC1 | 6 | -6
O=c1c2ccccc2nc(-c2ccc(Cl)c(Cl)c2)n1O | -3 | -8
O=C(O)CCCN=C1NC2(CCCC2)Cc2ccccc21 | -10 | 3
S=c1[nH]nc(-c2cnccn2)n1-c1ccccc1 | 8 | -4
COc1cccc(CC(NC(C)=O)C(=O)NC2CCN(S(=O)(=O)c3cccc4ccccc34)CC2)c1 (configuration not stated) | -4 | 2
COc1cc(NC(=O)c2cccs2)c(C(=O)OCC(=O)NC(=O)NCc2ccccc2)cc1OC | 4 | -1
Cc1cc(-c2nnc(SCC(=O)N3C(C)CCCC3C)o2)no1 (configuration not stated) | 8 | 3
O=c1oc(-c2ccco2)nc2ccccc12 | 17 | 39
CCOC(=O)c1cccc(NC(=O)CCn2cccc2)c1 | -17 | 3
CCOC(=O)Cn1nnc(-c2ccc(S(C)(=O)=O)cc2)n1 | 7 | -4
CCC(=O)Nc1ccc(Oc2ccc3c(c2)C(=O)N(c2ccc(O)cc2)C3=O)cc1 | -1 | 4
CN(CC(CC(=O)O)c1ccccc1)S(=O)(=O)c1ccc(Br)cc1 (configuration not stated) | 7 | 14
CCOC(=O)Cn1nnnc1CN(CCc1ccccc1)Cc1cc2cc(CC)ccc2[nH]c1=O | 1 | 12
O=C(Nc1ccccc1Oc1ccccc1)c1ccc(Br)o1 | -10 | -13
O=c1[nH]c2cc3c(cc2cc1C(c1nnnn1Cc1ccccc1)N1CCCCCC1)OCCO3 (configuration not stated) | 9 | 7
O=C(Nc1nncs1)C1(c2ccccc2)CCCC1 | 2 | 5
Cc1ccc(C(=O)Nc2cccc(C(=O)N3CCN(C)CC3)c2)cc1 | 8 | 6
Cc1c(NC(=O)COc2ncnc3ccccc23)c(=O)n(-c2ccccc2)n1C | 2 | 0
CCOC(=O)c1ccc(-n2c(C)nc3c(cnn3-c3ccc(Cl)cc3)c2=O)cc1 | 10 | -2
c1ccc(CSc2nnc(SCc3ccccn3)s2)nc1 | 4 | -5
c1ccc2sc(N3CCN(Cc4nnnn4CC4CCCO4)CC3)nc2c1 (configuration not stated) | 2 | 8
CC(C)(C)CC(=O)Nc1ccc(C(N)=O)cc1 | 4 | -8
COCCNc1nc(SCC(=O)N2CCN(c3ccccc3)CC2)nc2ccccc12 | 10 | 1
CCOC(=O)/C(C#N)=C\c1cc(C)n(-c2ccccc2)c1C | 11 | -2
C/C(=N\NC(=S)NC(C)C)c1ccc(-n2ccnc2)cc1 | 17 | -11
CCNc1nc(Oc2ccc(=O)[nH]n2)nc(SC)n1 | 6 | -1
Cc1cn([C@H]2C[C@H](N=[N+]=[N-])[C@@H](CO)O2)c(=O)[nH]c1=O | -13 | -14

Remaining list, next part
mol | FXIIa inh | FXIa inh
O=C(NCCCO)Nc1ccc2nc(-c3ccco3)c(-c3ccco3)nc2c1 | 1 | -1
CN(C)S(=O)(=O)N1CCN(C(=O)N2CCOCC2)CC1 | 8 | -6
Cc1cccc(NC(=O)C2CCN(S(=O)(=O)c3cccs3)CC2)c1 | -2 | -9
COc1ccccc1/C=N/NC1=NCCCCC1 | 9 | -3
CN(C)CCN1CC(C(=O)O)CC1=O (configuration not stated) | 4 | 2
Cc1c(NC(=O)c2cc3nc(-c4ccc(Br)cc4)cc(C(F)(F)F)n3n2)c(=O)n(-c2ccccc2)n1C | -17 | -2
CC(C)C(=O)Nc1ccc(C(=O)c2ccccc2)cc1 | 6 | 6
CCn1cc(C(=O)O)c(=O)c2cc(F)c(N3CCNCC3)cc21 | 4 | 0
Cc1ccc(-c2noc(CSc3nnc(-c4cccs4)n3C)n2)cc1 | 10 | 7
COc1ccc2[nH]c3nc(SCc4nnc(-c5ccc(C)cc5)o4)nnc3c2c1 | 2 | -4
Cc1ccc2[nH]c(-c3ccccc3)c(CN3CCOCC3)c(=O)c2c1 | 9 | 2
CCCCn1c(N)c(-c2nc3ccccc3s2)c2c([N+](=O)[O-])nn(CC)c(=O)c21 | 10 | -10

Carrying on.
Values run as follows: FXIIa inh | FXIa inh
> CC(=O)Nc1nc(C)c(Oc2ccc(Cl)cc2Cl)c(=O)[nH]1
 : 7 | -4
> Cc1ccc(OCc2nnc(SCC(=O)c3ccccc3)n2-c2ccccc2)cc1
 : -10 | 1
> Cc1cc(C)c(C(N)=O)c(Nc2ccc3c(c2)OCCO3)n1
 : 5 | -2
> O=S(=O)(c1ccc(-c2nnc(SCc3ccccc3)o2)cc1)N1CCCC1
 : -3 | -1
> O=C(CCc1c[nH]c2ccccc12)NC1CC1
 : -9 | 20
> Cc1ccc(OCc2nnc(SCc3cc(=O)[nH]c4ccccc34)o2)cc1
 : 8 | 2
> Cc1c(Cl)cccc1-n1ccnc1SCC(=O)O
 : 18 | 7
> Cc1cc(=O)[nH]c2cc(O)ccc12
 : -7 | -13
> CCCOc1c(Br)cc(/C=N/O)cc1OC
 : 3 | -2
> COc1ccccc1Oc1ccc2c(c1)C(=O)N(c1ccccc1)C2=O
 : 4 | -3
> CC1=CC(C)C2(CO)COC(c3ccccc3O)C1C2C (configuration not stated)
 : 14 | 0
> CCN(/C=N/c1sc2c(c1C#N)CCCCC2)CC
 : -3 | 26
> O=S(=O)(c1cccc2cccnc12)N1CCN(Cc2ccc3c(c2)OCO3)CC1
 : -1 | 0
> CC(C)c1cc(C(=O)O)n[nH]1
 : 7 | -4
> COCCCn1nnnc1SCC(=O)N1CCCC1
 : 7 | -9
> Cc1ccc(C)n1NC(=O)c1cccc(Cl)c1
 : 13 | 5
> Cc1ccccc1C(=O)NC1CCN(C(=O)N2CCOCC2)CC1
 : 5 | -5
> CC(=O)Nc1cc(C(=O)N2CCCC2)ccc1Sc1ccc(C)cc1
 : 0 | 2
> O=C(Oc1ccc(OC(=O)N2CCCCC2)cc1)c1ccccc1
 : 10 | 10
> COc1ccc([C@H]2[C@H](C(=O)C(C)(C)C)N3N=Cc4ccccc4C3[C@]23N=C(c2ccccc2)OC3=O)cc1OC (some centres not stated)
 : -12 | -12

Reprinted at random: seven compounds from above
Values run as follows: FXIIa inh | FXIa inh
> O=S(=O)(c1cccc2cccnc12)N1CCN(Cc2ccc3c(c2)OCO3)CC1
 : -1 | 0
> O=C(Oc1ccc(OC(=O)N2CCCCC2)cc1)c1ccccc1
 : 10 | 10
> CC(C)c1cc(C(=O)O)n[nH]1
 : 7 | -4
> Cc1ccccc1C(=O)NC1CCN(C(=O)N2CCOCC2)CC1
 : 5 | -5
> CC(=O)Nc1cc(C(=O)N2CCCC2)ccc1Sc1ccc(C)cc1
 : 0 | 2
> COc1ccc([C@H]2[C@H](C(=O)C(C)(C)C)N3N=Cc4ccccc4C3[C@]23N=C(c2ccccc2)OC3=O)cc1OC (some centres not stated)
 : -12 | -12
> CCN(/C=N/c1sc2c(c1C#N)CCCCC2)CC
 : -3 | 26

Next structures
Values run as follows: FXIIa inh | FXIa inh
> CC(=O)Nc1ccc(NC(=O)CNS(=O)(=O)c2ccc(C)cc2)cc1
 : 9 | 4
> CCC(=O)NCCn1ccc2ccccc21
 : 2 | 2
> COc1cc(/C=N/NC(=O)CCc2c(C)n[nH]c2C)ccc1O
 : 11 | 5
> CCn1c(=N)n(CC(=O)C(C)(C)C)c2ccccc21
 : 2 | -10
> N#CCCn1cc(/C=N/O)c(-c2ccc(Cl)cc2)n1
 : 7 | -7
> COC(=O)c1oc2c(c1C)C1(CCC2)SCCS1
 : 5 | 6
> O=C(C1CCN(S(=O)(=O)N2CCCC2)CC1)N1CCCCC1
 : 3 | 0
> N#Cc1cccc(C(c2nnnn2C2CCCC2)N2CCCCCC2)c1 (configuration not stated)
 : -15 | 12
> N#CC1=C(N)Oc2n[nH]c(-c3cccs3)c2C1c1ccsc1 (configuration not stated)
 : 9 | 1
> Cc1cc(C)c(S(=O)(=O)N2CCC(C(N)=O)CC2)cc1C
 : 7 | -9
> CCn1c(COc2ccc3c(c2)OCO3)nnc1SCC(=O)O
 : 5 | 1
> O=C(NCc1ccc2c(c1)OCO2)C1CC(c2ccc(Cl)cc2)=NO1 (configuration not stated)
 : 3 | -2
> COc1ccc(C2(C)NC(=O)N(CC(=O)Nc3ccc4c(c3)OCO4)C2=O)cc1OC (configuration not stated)
 : 7 | 5
> COc1ccc(OC)c(C2C(C#N)=C(N)Oc3cc(C)[nH]c(=O)c32)c1 (configuration not stated)
 : 6 | -1
> CCC(C)(C)n1nnnc1C(c1cccnc1)N1CCN(c2cccc(C(F)(F)F)c2)CC1 (configuration not stated)
 : -1 | -8
> CCN(c1ccccc1)S(=O)(=O)c1cc(C(=O)O)ccc1C
 : 8 | 2
> Cc1ccc(NC(=O)c2nccnc2C(=O)O)cc1C
 : 8 | 10
> CCC(=O)c1ccc(OCC(O)CN2CCOCC2)cc1 (configuration not stated)
 : -2 | -3
> Cc1ccc(S(=O)(=O)N2CCCC(NC(=O)N3CCN(c4ccccc4)CC3)C2)cc1 (configuration not stated)
 : 7 | 4
> COc1ccc(-n2cnnc2SCC(=O)NCc2cccs2)cc1
 : 9 | 1
> O=C(CC(c1ccc(F)cc1)c1ccco1)N1CCOCC1 (configuration not stated)
 : -20 | 2
> CCCCC(C(=O)NC(=O)NCc1ccccc1)N1C(=O)c2ccccc2C1=O (configuration not stated)
 : 2 | -3
> CC(C)(C)n1nnnc1CN1CCSCC1
 : 23 | 8
> COc1ccc(C2C(C(=O)N3CCCCC3)CC(=O)N2c2ccc(OC)cc2)cc1 (configuration not stated)
 : 4 | 3
> CC(=O)N1CCN(c2ccc(NC(=O)c3ccc(C(C)(C)C)cc3)cc2)CC1
 : 8 | 1
> Cc1c(NC(=O)c2cnn3c2NC(c2ccccc2)CC3C(F)(F)F)c(=O)n(-c2ccccc2)n1C (configuration not stated)
 : 6 | -3
> Cc1ccc(S(=O)(=O)NC(C)C(c2cccs2)N2CCN(c3ccccc3)CC2)cc1 (configuration not stated)
 : -11 | -12
> NC(=O)C1CCN(C2OC(=O)c3ccccc32)CC1 (configuration not stated)
 : 12 | -7
> CCC(c1nnnn1C1CCCC1)N1CCN(Cc2ccccc2)CC1 (configuration not stated)
 : -14 | 6
> CN(c1ccccc1C(=O)Nc1cccc(C(F)(F)F)c1)S(C)(=O)=O
 : 5 | 1
> COc1ccc2c(C)nc(Nc3nc(C)c(C)c(=O)[nH]3)nc2c1
 : 4 | 9
> Cc1cccc(NC(=S)NCC2CCCO2)c1 (configuration not stated)
 : 7 | 24
> COc1ccc2c(c1)C(=O)N(c1ccccc1)C(=O)C2
 : 7 | -8
> COc1cc2c(C#N)c(N3CCN(C)CC3)nc(N)c2c(N)n1
 : -4 | -3
> C/C(=N/O)c1cc(C(C)(C)C)c(O)c(C(C)(C)C)c1
 : 15 | -4
> Cc1cc(C(=O)Nc2cccnc2Cl)on1
 : -14 | 15
> Cc1cc(C(=O)NCc2cccnc2)cs1
 : 6 | -5
> Cc1nnc(-c2cnn(C)c2N)n1Cc1ccccc1
 : 3 | 10
> COc1ccc(-c2cc(=O)oc3cc(OC(C)C(=O)O)ccc23)cc1 (configuration not stated)
 : 4 | 3

An excerpt (hit frequency here may not be typical).
